# Screening data from PubChem BioAssay.
# CHT PAM: human CHT allosteric activation. CHT-expressing cells, membrane potential dye, choline EC20; hits give high values; LV-AA mutant CHT in HEK293 cells. B-score at 10 µM. actives 0.49% (n = 310,000). AID 488977;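 active = initial fluorescence not abnormally high and integrated response B-score, plate-corrected, over 3 SD above library mean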
# Target sequence (Q9GZV3 whole entry, looked up): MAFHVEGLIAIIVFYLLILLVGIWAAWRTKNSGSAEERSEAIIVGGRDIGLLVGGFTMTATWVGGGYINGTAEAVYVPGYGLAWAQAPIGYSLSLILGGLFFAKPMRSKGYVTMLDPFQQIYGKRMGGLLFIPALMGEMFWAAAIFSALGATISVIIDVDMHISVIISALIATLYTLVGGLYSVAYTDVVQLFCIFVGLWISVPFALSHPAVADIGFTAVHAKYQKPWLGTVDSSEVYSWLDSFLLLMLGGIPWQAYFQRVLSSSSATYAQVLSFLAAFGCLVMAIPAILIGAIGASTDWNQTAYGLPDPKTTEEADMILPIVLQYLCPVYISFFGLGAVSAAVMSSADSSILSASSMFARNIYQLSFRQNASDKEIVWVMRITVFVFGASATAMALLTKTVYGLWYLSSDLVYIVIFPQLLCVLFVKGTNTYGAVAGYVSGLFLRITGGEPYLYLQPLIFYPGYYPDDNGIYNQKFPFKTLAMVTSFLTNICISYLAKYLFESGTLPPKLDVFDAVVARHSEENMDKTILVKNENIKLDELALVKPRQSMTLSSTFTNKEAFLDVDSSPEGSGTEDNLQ
# CHT block: inhibitors of human choline transporter CHT; Q9GZV3; CHT-expressing cells, membrane potential dye, choline response; hits give low values; B-score at 10 µM; actives 0.86% (n = 310,000);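 active = B-score over 3 SD under the library average, and starting fluorescence ratio not unusually high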;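 also: choline stimulus applied at its EC90 after an EC20 pre-addition; B-score computed on integrated fluorescence ratio after choline addition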
# STK33 inh: human STK33 kinase inhibition. inhibition, % at 10 µM. AID 2661. purified STK33, MBP phosphorylation, ADP-Glo luminescence. actives 0.073% (n = 320,000);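 active = inhibition at or above 25%, using the most active replicate where run in duplicate; inactive = inhibition below 25%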
# Target sequence (Q9BYT3 whole entry, looked up): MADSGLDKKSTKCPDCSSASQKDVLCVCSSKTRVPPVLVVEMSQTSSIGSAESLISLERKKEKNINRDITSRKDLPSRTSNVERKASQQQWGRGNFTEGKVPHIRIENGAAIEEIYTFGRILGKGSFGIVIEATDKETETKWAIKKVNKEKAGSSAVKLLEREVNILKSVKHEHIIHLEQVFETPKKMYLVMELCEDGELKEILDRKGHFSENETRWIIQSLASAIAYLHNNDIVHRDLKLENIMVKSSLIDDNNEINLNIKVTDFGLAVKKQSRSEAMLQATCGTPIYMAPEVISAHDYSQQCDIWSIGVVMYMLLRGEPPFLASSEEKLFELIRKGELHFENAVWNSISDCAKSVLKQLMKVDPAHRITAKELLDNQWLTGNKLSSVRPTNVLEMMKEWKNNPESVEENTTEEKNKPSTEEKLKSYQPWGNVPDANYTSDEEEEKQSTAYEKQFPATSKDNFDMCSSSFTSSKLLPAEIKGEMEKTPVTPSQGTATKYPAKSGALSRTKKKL
# * hit, by the source's call; i = inactive; . = not tested or not shown.
SMILES,CHT PAM,CHT block,STK33 inh
O=C(CSc1nnc(-c2cccnc2)o1)N1CCCCC1,i,i,0.0
COC(=O)c1cccc(-n2nnnc2SCC(=O)Nc2nc3c(s2)CCCC3)c1,i,i,0.9
Cc1ccc(S(=O)(=O)N(C)CC(=O)NCc2ccncc2)cc1,i,i,-1.3
Cc1cc(C)n(C(=O)c2cc3ccccc3c(=O)o2)n1,i,i,0.7
CC(NC(=O)Nc1ccccc1)C(c1cccs1)N1CCN(C)CC1 (stereo not given),i,i,0.0
CCOC(=O)c1c(-c2cccc([N+](=O)[O-])c2)csc1NC(=O)C1CC1,i,i,0.0
CCOC(=O)c1cc(C(=O)NC(C)c2ccccc2)c(C)[nH]c1=O (stereo not given),i,-7.4*,-0.7
O=C(CN1CCN(c2ccc(C(F)(F)F)cn2)CC1)NCc1ccc2c(c1)OCO2,i,i,-0.6
COc1ccc(C(=O)Nc2ncccc2C)cc1S(=O)(=O)N1CCOCC1,i,i,-1.9
CC(C)C(c1nnnn1C1CCCC1)N1CCCc2ccccc21 (stereo not given),i,i,-3.2
CN1CCN(/N=C/c2ccc(N(c3ccccc3)c3ccccc3)cc2)CC1,i,i,-0.1
Cc1ccc(C)c(C(=O)COc2ccccc2[N+](=O)[O-])c1,i,i,-0.5
COC(=O)c1ccc2nc(Nc3nc4ccc(F)cc4s3)sc2c1,i,i,-1.0
Cc1ccc(N2CCN(C3=NC(=O)/C(=C\c4cn[nH]c4-c4ccccc4)S3)CC2)cc1,i,i,-1.1
CC(C)(C)c1cc(Br)ccc1OCC(=O)Nc1ncn[nH]1,i,i,-0.5
CC(=O)N1CCC(N(C(=O)Nc2ccc(F)cc2)C2CCCC2)CC1,i,i,-2.0
CCOc1ccc(NC(=O)Nc2ccc3c(c2)nc(C)n3C)cc1,i,i,-1.4
CC(Oc1ccc(F)cc1Br)c1nc2ccccc2c(=O)[nH]1 (stereo not given),i,i,-1.6
CCn1c(CNC(=O)Cc2ccc(OC)cc2)nnc1SCC(=O)c1ccc(Br)cc1,i,i,4.0
NC(=O)CCN1CCC(c2nc3ccccc3s2)CC1,i,i,0.2
O=C(Nc1nc(N2C(=O)c3ccccc3C2=O)n(-c2ccccc2)n1)c1ccc(F)cc1,i,i,-0.5
COc1cc(NC(=O)c2ccc(CNc3c(N4CCCC4)c(=O)c3=O)cc2)cc(OC)c1OC,i,i,1.0
Cc1ccc(C(=O)NC(C)CCc2ccccc2)cc1[N+](=O)[O-] (stereo not given),i,i,-2.0
CC(C)C[C@@]12C(=O)N(c3ccc(Br)cc3)C(=O)N1[C@H](c1ccc(Br)cc1)[C@@H]1C(=O)N(C(C)(C)C)C(=O)[C@@H]12,i,i,-0.3
O=C(N1CCCCC1)N1CCN(C(=O)N2CCCCC2)CC1,i,i,-1.0
COc1ccc(-c2cc(-c3nnc(COC(=O)c4ccncc4)o3)c3ccccc3n2)cc1OC,i,i,-2.2
CCCc1nc2c(sc3nc4c(cc32)COC(C)(C)C4)c(=O)n1CCN(C)C,i,i,-1.1
CSc1cccc(NC(=O)CNC(=O)c2ccc3c(c2)OCO3)c1,i,i,-1.5
COc1cccc(CCN2CCC(CNS(=O)(=O)c3cc(-c4cc(C)no4)ccc3OC)CC2)c1,i,i,-0.6
COc1ccc(C(CNC(=O)Cn2c(=O)oc3ccccc32)N(C)C)cc1 (stereo not given),i,i,-3.7
CCO[C@H]1OC(C(=O)Nc2ccccc2)=C[C@@H](c2cn(C(C)=O)c3ccccc23)[C@@H]1CCCO,i,i,1.8
CC1CCc2c(sc(NC(=O)Cn3cnc([N+](=O)[O-])n3)c2C(N)=O)C1 (stereo not given),i,i,-0.1
O=C(c1ccc(CS(=O)(=O)c2ccc(Br)cc2)o1)N1CCN(c2ncccn2)CC1,i,i,-0.4
CCC1Oc2ccc(C)cc2N(CC(=O)N(Cc2ccc3c(c2)OCO3)CC2CCCO2)C1=O (stereo not given),i,i,0.6
CCOC(=O)N1CCN(c2c(Nc3ccc4c(c3)OCCO4)c(=O)c2=O)CC1,i,i,-0.7
O=C(Nc1c2c(nn1-c1cccc(Cl)c1)CS(=O)(=O)C2)c1cccs1,i,i,-1.0
CC(C)OP(=O)(Nc1cccc2ccccc12)OC(C)C,i,i,.
Cc1cc(Cl)ccc1OCC(=O)Nc1ccc2oc(=O)ccc2c1,i,i,-1.6
CN(C)CCCN(C(=O)/C=C/c1cccs1)c1nc2ccc(F)cc2s1,i,i,0.5
CC(C)NC(=O)Cn1c(SCC(=O)N2CCc3ccccc3C2)nc2ccccc21,i,i,-0.3
CCOC(=O)c1cc(-c2ccc(/C=N\n3cnnc3)o2)ccc1Cl,i,i,-1.0
Cc1ccc2c(c1)N(CC(=O)OCC(=O)NCc1ccccc1)C(=O)CO2,i,i,-2.2
Cc1cc(NCc2ccc3c(c2)OCO3)n2nc(C)nc2n1,i,i,-2.1
O=C(O)c1cccc(CN2C(=O)SC(Nc3ccccc3)C2=O)c1 (stereo not given),i,i,-0.9
Cc1nn2c(NCCN3CCOCC3)c3c(nc2c1-c1ccccc1)CCCC3,i,i,-1.8
CC1CCN(CC(=O)Nc2cccc(C(=O)Nc3cccc(C(F)(F)F)c3)c2)CC1,i,-6.4*,0.6
CC(NC(=O)COc1ccccc1Cl)c1ccccc1 (stereo not given),i,i,-1.0
CC(=O)c1ccc(Nc2cc(C)nc3ccc(C)cc23)cc1,i,i,-1.1
C#CCn1cc[n+](CC(=O)N(C)C)c1,i,i,-0.4
COc1ccc(CCNC(=S)N2CCC(Cc3ccccc3)CC2)cc1OC,i,i,-1.7

# (further entries)
SMILES,CHT PAM,CHT block,STK33 inh
COc1ccc(NC(=S)NCc2ccc(Cl)cc2)c(OC)c1,i,i,-0.4
Cc1ccc(C(=O)NC(=S)N(C)C2CCCCC2)cc1,i,i,-0.9
CCS(=O)(=O)c1ccc2oc(SCC(=O)Nc3ccc(OC)cc3)nc2c1,i,i,0.8
CCN(CC)CCCOC(=O)C(c1ccccc1)c1ccccc1,i,i,-0.4
CCN(CC)S(=O)(=O)c1ccc(NC2c3ccccc3C(=O)N2Cc2ccco2)cc1 (stereo not given),i,i,0.8
O=C(CC1CCCCC1)Nc1ccccc1-c1ccccc1,i,i,-1.8
COc1ccc(C#Cc2c(-c3ccc(OC)cc3)oc3ccc(-c4ccc5c(c4)OCO5)cc23)cc1,i,i,-0.5
COc1c(C(=O)Nc2nnc(C3CC3)s2)csc1Cl,i,i,-1.1
O=C(NCCS(=O)(=O)NCc1ccccc1Cl)c1ccccc1,i,i,-2.0
COc1ccc(C(=O)COC(=O)CCNS(=O)(=O)c2ccccc2)cc1Br,i,i,-2.2

# Among those listed so far, 6 contain bromine:
SMILES,CHT PAM,CHT block,STK33 inh
CC(C)(C)c1cc(Br)ccc1OCC(=O)Nc1ncn[nH]1,i,i,-0.5
CC(Oc1ccc(F)cc1Br)c1nc2ccccc2c(=O)[nH]1 (stereo not given),i,i,-1.6
CCn1c(CNC(=O)Cc2ccc(OC)cc2)nnc1SCC(=O)c1ccc(Br)cc1,i,i,4.0
CC(C)C[C@@]12C(=O)N(c3ccc(Br)cc3)C(=O)N1[C@H](c1ccc(Br)cc1)[C@@H]1C(=O)N(C(C)(C)C)C(=O)[C@@H]12,i,i,-0.3
O=C(c1ccc(CS(=O)(=O)c2ccc(Br)cc2)o1)N1CCN(c2ncccn2)CC1,i,i,-0.4
COc1ccc(C(=O)COC(=O)CCNS(=O)(=O)c2ccccc2)cc1Br,i,i,-2.2

# New compounds follow
SMILES,CHT PAM,CHT block,STK33 inh
c1c2c(cc3sc(N4CCOCC4)nc13)OCO2,i,i,6.1
Cc1ccc(S(=O)(=O)N/N=C/c2ccc3nccnc3c2)cc1,i,i,-0.8
CC(C)CC(NC(=O)C1CCCN1C(=O)CNC(=O)OCc1ccccc1)C(=O)O (stereo not given),i,i,1.1
COc1cc(NC(=O)C(C)Oc2ccccc2)c(OC)cc1NC(=O)c1ccccc1 (stereo not given),i,i,-1.2
COc1ccc2[nH]c(C)c(CCN3C(=O)OC(C)(C)C3(C)O)c2c1 (stereo not given),i,i,0.5
CCN(CC)C(=O)c1ccccc1NC(=O)CN1C(=O)c2ccccc2S1(=O)=O,i,i,-1.9
COc1ccc(N2C(=O)C3CCCN3C2c2cccc(Br)c2)cc1 (stereo not given),i,i,1.9
O=C(CCSCc1cccc(Cl)c1)NCCc1ccccc1,i,i,-1.2
CC(=O)Nc1ccc(NC(=O)C(C)OC(=O)CCC2CCCCC2)cc1 (stereo not given),i,i,-2.1
CCOC(=O)CC(=O)Nc1ccc(C)cc1,i,i,0.8

# Shown with values under each structure: entries from further up
# Screens in order – CHT PAM | CHT block | STK33 inh
- Cc1ccc(S(=O)(=O)N/N=C/c2ccc3nccnc3c2)cc1
 : i | i | -0.8
- COc1cc(NC(=O)C(C)Oc2ccccc2)c(OC)cc1NC(=O)c1ccccc1 (stereo not given)
 : i | i | -1.2

# (continued)
SMILES,CHT PAM,CHT block,STK33 inh
Cc1nc(-c2cccnc2)sc1C(=O)Nc1ccc(C(F)(F)F)cc1,i,i,-1.0
Cc1nc([N+](=O)[O-])cn1CC(=O)c1ccc(Br)cc1,i,i,-0.4
Nc1cc(OC(=O)c2ccc(F)cc2)nn1S(=O)(=O)c1ccccc1,i,i,-1.3
O=C(c1cc(S(=O)(=O)N2CCOCC2)ccc1F)N(Cc1nnc(-c2ccccc2Cl)o1)C1CC1,i,i,0.2
N#C/C(=C(/O)c1cccs1)c1nc2ccccc2[nH]1,i,i,2.7
CC(=O)NC1(C(F)(F)F)N=C2SCCN2C1=O (stereo not given),i,i,-0.7
COC(=O)CCCC1=CC2=CC(=O)C(C)(OC(=O)c3cccs3)C(=O)C2=CN1c1cccc(C#N)c1 (stereo not given),i,i,3.2
COc1ccc(S(=O)(=O)N2CCN(CC(=O)Nc3cc(C(F)(F)F)ccc3Cl)CC2)cc1,i,i,-0.4
Cc1ccc(/C=C/C(=O)NCCCN2CCN(CCCNC(=O)/C=C/c3ccc(C)o3)CC2)o1,i,i,0.3
CCCCc1nc(SCC(=O)N2CCOCC2)c2c(=O)n(C)c(=O)n(C)c2n1,i,i,-0.3
CSc1nc(SC)c2c3c(oc2n1)COC(C)(C)C3,i,i,-1.5
CN(C)C(=S)SCC(=O)NC(=O)NC(C)(C)C,i,i,-1.8
CCOC(=O)CSc1nc2c(cnn2-c2ccc(Cl)cc2)c(=O)[nH]1,i,i,-1.4
O=C(NCC1CCCO1)c1cc2c(s1)CS(=O)(=O)C2 (stereo not given),i,i,-2.3
Cc1cccc(NC(=O)c2ccc(OCC(=O)NCc3ccccc3)cc2)c1C,i,i,0.1
Cn1c(Cn2nnc3ccccc32)nnc1SCC(=O)N1c2ccccc2Sc2ccccc21,i,i,0.4
CC(=O)c1cc(-c2ccccc2)n(CC(=O)NC2CCCCC2)c1C,i,i,-2.1
Cc1cnc(NC(=O)COc2ccccc2Cl)s1,i,i,-0.2
O=C(NC1(C(F)(F)F)C(=O)Nc2c1c(=O)[nH]c(=O)n2Cc1ccccc1)c1ccc(Cl)cc1 (stereo not given),i,i,-1.1
CC(NC(=O)c1cc(S(=O)(=O)N(C)C)ccc1Cl)c1ccc(-n2ccnc2)cc1 (stereo not given),i,i,-0.5
O=C(CCS(=O)(=O)c1ccccc1)Nc1ncc([N+](=O)[O-])s1,i,i,-1.8
CCCOc1ccc(N2C(=O)CC(N(Cc3ccco3)C(C)=O)C2=O)cc1 (stereo not given),i,i,-1.4
O=C(O)C1CC=CCC1C(=O)Nc1ccc(F)c(F)c1 (stereo not given),i,i,-3.2
COc1ccc(NC(=O)Nc2sc(=S)n(C)c2C)cc1,i,i,-0.5
c1ccc(Cn2c(SCc3nc4ccccc4s3)nnc2-c2ccco2)cc1,i,i,0.7
COc1ccc(NS(=O)(=O)c2ccc3oc(=S)[nH]c3c2)cc1,i,i,0.4
Cc1cc(C(F)(F)F)nc(SCc2ccc(C(=O)O)o2)n1,i,i,-0.9
CC(C)Cc1nnc(NC(=O)CCC(=O)N2CCOCC2)s1,i,i,-1.9
Cc1ccc(-n2c(C)cc3c2CCCC3=O)cc1,i,i,0.6
CCCNC(=O)C12CCC(C)(c3nc4cc(C)c(C)cc4nc31)C2(C)C (stereo not given),i,i,-0.8

# Looked up one by one from the list above:
SMILES,CHT PAM,CHT block,STK33 inh
COc1cc(NC(=O)C(C)Oc2ccccc2)c(OC)cc1NC(=O)c1ccccc1 (stereo not given),i,i,-1.2
Cc1nc([N+](=O)[O-])cn1CC(=O)c1ccc(Br)cc1,i,i,-0.4
COC(=O)c1ccc2nc(Nc3nc4ccc(F)cc4s3)sc2c1,i,i,-1.0
CC(=O)c1cc(-c2ccccc2)n(CC(=O)NC2CCCCC2)c1C,i,i,-2.1
CCN(CC)C(=O)c1ccccc1NC(=O)CN1C(=O)c2ccccc2S1(=O)=O,i,i,-1.9

# Next section
SMILES,CHT PAM,CHT block,STK33 inh
CC1CCN(C(=O)COC(=O)Cc2ccc(Br)cc2)CC1,i,i,-5.9
O=C(c1ccccc1)N1CCCCC(Cl)C1=O (stereo not given),i,i,-0.6
CCC1NC(=S)N(C2CCCCC2)C1=O (stereo not given),i,i,-0.2
CCCn1nnc(NC(=O)/C=C/c2ccc(C(C)C)cc2)n1,i,i,-0.3
O=C(c1ccc2snnc2c1)N1CCCC1,i,i,-0.6
COc1ccccc1NC(=O)C1=C(C)Nc2nc(-c3ccccc3)nn2C1c1ccccn1 (stereo not given),i,i,-0.2
CCSc1nnc([C@H](C)NC(=O)OC(C)(C)C)o1,i,i,0.0
O=C(CN1C(=O)CCS(=O)(=O)c2ccccc21)Nc1ccc(Cl)cc1,i,i,-0.3
COC(=O)c1c(C)oc(C)c1S(=O)(=O)NC(C)(C)C,i,i,-1.0
Cc1ccc(N=Cc2ccc[nH]2)c(O)c1,i,i,-0.8
COc1ccc(CNC(=O)CN(C(=O)CCC(=O)Nc2ccccn2)c2cccc(C)c2C)cc1,i,i,-0.3
OCCCc1ccc(O)c(O)c1,i,i,-1.5
